# Screening data from PubChem BioAssay.
# ADAM10 inh: human ADAM10 inhibitors, primary screen, biochemical, QFRET, HTS; 370,000 compounds, 0.62% hits; AID 720582, 2013; recombinant ADAM10, EDANS/DABCYL FRET peptide cleavage, 3 h; inhibition, % at 7 µM;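 active means inhibition above a per-campaign cutoff equal to the mean of compounds falling between control-based bounds plus 3 SD, cut at about 20% in these data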;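 further: 0% = DMSO wells while the 100% control is not disclosed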
# Target sequence (O14672 214-748 limits assumed): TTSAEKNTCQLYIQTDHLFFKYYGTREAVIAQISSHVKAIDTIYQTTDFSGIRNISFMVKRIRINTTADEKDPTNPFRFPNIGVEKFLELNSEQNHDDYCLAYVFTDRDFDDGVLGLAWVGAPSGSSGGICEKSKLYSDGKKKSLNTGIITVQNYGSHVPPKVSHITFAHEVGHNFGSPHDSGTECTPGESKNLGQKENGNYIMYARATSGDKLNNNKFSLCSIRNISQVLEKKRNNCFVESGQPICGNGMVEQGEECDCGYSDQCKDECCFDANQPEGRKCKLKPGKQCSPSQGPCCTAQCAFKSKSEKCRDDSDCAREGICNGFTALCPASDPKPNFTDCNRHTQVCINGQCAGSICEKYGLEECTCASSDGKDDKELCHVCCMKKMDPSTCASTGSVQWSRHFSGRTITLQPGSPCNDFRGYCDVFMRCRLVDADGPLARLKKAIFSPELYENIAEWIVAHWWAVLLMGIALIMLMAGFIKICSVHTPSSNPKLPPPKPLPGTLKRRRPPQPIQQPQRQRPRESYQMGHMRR
# sPLA2-III inh: human group III sPLA2 inhibitors, primary screen, biochemical, QFRET, BODIPY PC-A2 liposome substrate; 370,000 compounds, 0.56% hits; Group 3 secretory phospholipase A2 (Homo sapiens), Q9NZ20; inhibition, % at 12.2 µM; QFRET BODIPY PC-A2 liposome hydrolysis, fluorescence;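 active means inhibition above mean plus 3 SD of compounds lying within the high and low control bounds, cut at about 19% in these data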;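 further: 0% = median of test compound wells and 100% = no enzyme DMSO wells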
# Target sequence (Q9NZ20 whole entry, looked up): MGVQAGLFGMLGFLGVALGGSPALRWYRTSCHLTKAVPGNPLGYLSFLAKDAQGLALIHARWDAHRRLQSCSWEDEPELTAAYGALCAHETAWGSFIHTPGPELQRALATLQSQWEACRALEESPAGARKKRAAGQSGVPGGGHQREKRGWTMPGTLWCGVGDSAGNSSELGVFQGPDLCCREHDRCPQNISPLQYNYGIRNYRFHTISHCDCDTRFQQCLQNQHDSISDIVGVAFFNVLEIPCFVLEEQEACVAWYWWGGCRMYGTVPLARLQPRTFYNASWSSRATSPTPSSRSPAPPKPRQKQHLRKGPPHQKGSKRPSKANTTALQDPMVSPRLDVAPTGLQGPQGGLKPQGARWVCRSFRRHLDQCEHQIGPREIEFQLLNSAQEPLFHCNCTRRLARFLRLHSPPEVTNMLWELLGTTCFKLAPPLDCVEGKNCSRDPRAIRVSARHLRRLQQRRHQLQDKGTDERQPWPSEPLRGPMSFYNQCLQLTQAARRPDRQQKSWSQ
# DAX1 inh-1: DAX1 (NR0B1) inhibitors on StAR promoter, primary screen, cell-based, luminescence, SF-1 (NR5A1), full-length DAX-1 | inhibition, % at 6.8 µM | AID 652010, 2013 | HEK293T StAR-luciferase reporter, SF-1/DAX-1 repression relief | 370,000 compounds, 1.1% hits;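 active means inhibition above the mean over all tested compounds plus 3 SD, cut at about 3.6% in these data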;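 further: 0% = DAX-1 cells with DMSO and 100% = cells lacking DAX-1 with DMSO; higher inhibition means more luminescence from relief of DAX-1 repression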
# GAA850 FXN act: FXN promoter activators, primary screen, cell-based, luciferase luminescence, HEK293 lucGAA850; activation, % at 6 µM; HEK293 lucGAA850 FXN promoter luciferase reporter, 24 h; percent of 10 µM SAHA response; AID 540364, 2011; 360,000 compounds, 0.56% hits;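 active means activation above the average of all compounds screened plus 3 SD, cutoff fixed separately per campaign, cut at about 7.5% in these data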;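 further: 0% = DMSO wells and 100% = 10 µM SAHA wells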
# DAX1 inh-2: DAX1 (NR0B1) inhibitors, primary screen, cell-based, HEK293, Gal4-DAX1, luciferase luminescence; 340,000 compounds, 0.99% hits; Nuclear receptor subfamily 0 group B member 1 (Homo sapiens), P51843; AID 504766, 2011; HEK293 Gal4-DAX1 luciferase reporter; inhibition, % at 6.75 µM;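 active means inhibition above the mean over all tested compounds plus 3 SD, cut at about 4.2% in these data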;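 further: 0% = DAX1-transfected cells with DMSO and 100% = empty-vector control cells with DMSO; inhibition shows as a rise in luminescence from relieved DAX1 repression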
# ssDAF-12 act: S. stercoralis DAF-12 nuclear receptor activators, primary screen, cell-based, luminescence, HEK293, GRIP1 co-expression, lit1-tk-luc; Nuclear hormone receptor DAF-12 (Strongyloides stercoralis); HEK293 ssDAF-12/GRIP1 lit1-tk-luc reporter; % of 3 µM dafachronic acid response; activation, % at 6.8 µM; 370,000 compounds, 1% hits; AID 652126, 2013;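 active means activation above the mean over all tested compounds plus 3 SD, cut at about 0.9% in these data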;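 further: 0% = DMSO-only wells and 100% = 3 µM delta7-dafachronic acid wells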
# NPR2 activator: human GC-B receptor activators, primary screen, HEK293 GC-B cells, cGMP TR-FRET, EC30 CNP | Atrial natriuretic peptide receptor 2 (Homo sapiens), P20594 | activation, % at 10 µM | 370,000 compounds, 0.11% hits | AID 1920062, 2024 | 0% at EC30 CNP, 100% saturating CNP;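 active means activation at 10 µM reaching about 35% in either raw or pattern-adjusted values, limit read from the data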
# hcDAF12 agonist: H. contortus DAF-12 nuclear receptor activators, primary screen, cell-based, luminescence, HEK293, lit1-tk-luc reporter | activation, % at 6.8 µM | 370,000 compounds, 1.4% hits | HEK293 hcDAF-12 lit1-tk-luc reporter; 0% DMSO, 100% Δ7-dafachronic acid;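 active means activation above the mean of all tested compounds plus 3 SD, cut at about 5.5% in these data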;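 further: 100% = response to 3 µM Δ7-dafachronic acid high control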
# hgDAF-12 ag: H. glycines DAF-12 receptor agonists, primary screen, cell-based, luminescence, HEK293, GAL4 fusion, UAS-luciferase; activation, % at 6.8 µM; Nuclear hormone receptor DAF-12 (Heterodera glycines), GAL4 fusion; HEK293 GAL4-hgDAF12 UAS-luciferase reporter, agonist luminescence; normalized to butyrate control; 370,000 compounds, 1.8% hits;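 active means activation above a cutoff set at the mean of all screened compounds plus 3 SD, cut at about 10% in these data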;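 further: 0% = DMSO wells and 100% = sodium butyrate wells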
# GC-A act: GC-A stimulated cGMP production enhancers – HEK293 GC-A cells, cGMP TR-FRET, EC30 ANP, primary screen. Atrial natriuretic peptide receptor 1 (Homo sapiens), P16066. 0% at EC30 ANP, 100% saturating ANP. activation, % at 10 µM. 370,000 compounds, 0.14% hits. AID 1671463, 2021; in the data active means activation above about 40%
# SMARCA2 act: SMARCA2 (BRM) function activators, primary screen, cell-based, luminescence, high throughput. MG213 cells, MMTV-luciferase reporter, dexamethasone, overnight. activation, % at 9.1 µM. 370,000 compounds, 1% hits; in the data active means activation above about 7.8%;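 further: 0% = vehicle wells and 100% = reference activator wells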
# * marks the source's active call; other numbers are inactive results; i = inactive; nt = no result given. Rows are unselected; about 6.6% have a hit in one of these screens.
SMILES,ADAM10 inh,sPLA2-III inh,DAX1 inh-1,GAA850 FXN act,DAX1 inh-2,ssDAF-12 act,NPR2 activator,hcDAF12 agonist,hgDAF-12 ag,GC-A act,SMARCA2 act
Cc1ccc(N/N=C2\CCS(=O)(=O)c3sccc32)cc1,-11,7,1.7,1.1,0.8,-1.6,-2,2.3,3.5,3,0
CN(C)S(=O)(=O)N(CCN1CCOCC1)Cc1ccccc1F,-3,-2,0.2,1.4,0.2,-1.1,5,0.6,2.4,4,1
Nc1cccc2c1C(=O)N(CCOc1ccc(F)cc1)C2=O,-145,1,2.8,8.1*,0.9,0.0,-2,11*,17*,9,2
C=C(C)Cn1c(=O)c2c(nc3n2CCCN3Cc2ccccc2)n(C)c1=O,7,12,-2.0,1.2,-0.2,-0.7,-7,-4.1,-2.2,3,-2
O=C(Cn1nc(-c2ccccc2)nc1-c1ccccc1)N1CCOCC1,-8,0,-0.2,-2.3,1.4,-1.2,0,0.8,0.1,1,-1
Cc1cccc(C(=O)OCC(=O)c2c(N)n(CC(C)C)c(=O)n(C)c2=O)c1[N+](=O)[O-],5,-17,-3.2,0.8,-2.0,-0.9,-2,-2.1,-1.5,6,-4
Cc1ccc(F)cc1NC(=O)c1ccc(NS(=O)(=O)c2ccc(Br)s2)cc1,0,-30,0.1,0.9,2.4,-1.7,0,3.4,-2.8,-6,-6
O=C(NC1CCN(Cc2ccccc2)CC1)c1ccccc1F,-3,-9,0.6,2.2,0.0,-1.9,-3,0.5,0.0,0,4
CCOC(=O)COc1cccc2c(=O)n(CC(=O)NCc3ccccc3)ccc12,-16,2,0.5,0.2,-0.2,-0.4,2,0.4,-2.9,-1,-2
Cc1noc(NS(=O)(=O)c2ccc(NC(=O)CC(C)C)cc2)c1C,-1,5,-0.1,0.3,0.0,-1.0,1,0.0,0.3,-3,-2

# Compound profiles, as listed above.
# `O=C(Cn1nc(-c2ccccc2)nc1-c1ccccc1)N1CCOCC1` is listed with ADAM10 inh: -8; sPLA2-III inh: 0; DAX1 inh-1: -0.2; GAA850 FXN act: -2.3; DAX1 inh-2: 1.4; ssDAF-12 act: -1.2; NPR2 activator: 0; hcDAF12 agonist: 0.8; hgDAF-12 ag: 0.1; GC-A act: 1; SMARCA2 act: -1
# `C=C(C)Cn1c(=O)c2c(nc3n2CCCN3Cc2ccccc2)n(C)c1=O` is listed with ADAM10 inh: 7; sPLA2-III inh: 12; DAX1 inh-1: -2.0; GAA850 FXN act: 1.2; DAX1 inh-2: -0.2; ssDAF-12 act: -0.7; NPR2 activator: -7; hcDAF12 agonist: -4.1; hgDAF-12 ag: -2.2; GC-A act: 3; SMARCA2 act: -2
# `CCOC(=O)COc1cccc2c(=O)n(CC(=O)NCc3ccccc3)ccc12` is listed with ADAM10 inh: -16; sPLA2-III inh: 2; DAX1 inh-1: 0.5; GAA850 FXN act: 0.2; DAX1 inh-2: -0.2; ssDAF-12 act: -0.4; NPR2 activator: 2; hcDAF12 agonist: 0.4; hgDAF-12 ag: -2.9; GC-A act: -1; SMARCA2 act: -2

# More results follow:
SMILES,ADAM10 inh,sPLA2-III inh,DAX1 inh-1,GAA850 FXN act,DAX1 inh-2,ssDAF-12 act,NPR2 activator,hcDAF12 agonist,hgDAF-12 ag,GC-A act,SMARCA2 act
COc1ccc(-c2ccc(S(=O)(=O)N3CCCC3)cc2)cc1,-14,-15,-0.9,1.6,5.2*,-1.4,-3,-1.9,-0.9,-4,-2
Cn1c(=O)cc(Nc2ccccc2)c2c(=O)n(-c3ccccc3)c(=O)n(-c3ccccc3)c21,2,7,-0.1,0.2,0.9,-1.0,-4,-2.9,1.3,0,-7
COc1ccc2[nH]c(C)c(C(=O)CN3CCN(C(=O)c4ccco4)CC3)c2c1,-4,4,0.1,-0.6,-0.5,-0.9,-5,-0.9,-2.1,0,5
NNC(=O)c1cc(S(=O)(=O)N2CCOCC2)c[nH]1,-2,-6,0.2,1.7,-0.4,-1.2,0,-0.8,-1.1,1,1
O=C(C(Cc1ccccc1)N1C(=O)c2ccccc2C1=O)N1c2ccccc2CCc2ccccc21 (centres undefined),16,-13,-1.0,2.6,-2.7,-2.5,-15,-3.6,-3.0,-22,-2
CC(=O)/C(=N\Nc1cccc(Cl)c1)Sc1nnc(-c2ccccc2)n1-c1ccccc1,1,20*,0.2,-0.6,-0.4,-1.0,-7,-2.9,-0.3,-8,-2
CS(=O)(=O)N1CCC(C(=O)Nc2ccccc2Br)CC1,4,8,0.0,-0.1,0.6,-1.3,8,-1.4,-1.2,5,0
NC(=O)C1CCN(C(=O)c2cc3ccccn3n2)CC1,-3,1,0.8,0.4,2.0,0.0,2,0.8,1.8,1,0
O=C(O)CN1C(=O)c2ccc(Oc3cccc4c3C(=O)N(CC(=O)O)C4=O)cc2C1=O,-52,1,0.1,-0.7,0.6,-1.2,1,-1.0,0.9,1,-2
Cc1nn(C)c(Oc2cccc(C(F)(F)F)c2)c1C=O,-7,3,-0.9,0.4,0.4,-0.6,-1,-1.4,0.6,-4,-1
COC(=O)[C@@]12C[C@@H](CC(=O)NCc3ccc(OC)c(OC)c3)C(=O)N(CCc3ccc(OC)c(OC)c3)C1=CCC(C)(C)C2,-15,-9,2.8,nt,nt,-1.1,0,-1.0,-2.2,-3,-1
Cc1ccc(S(=O)(=O)N2CCCCC2)cc1NC(=O)COC(=O)Cc1c(F)cccc1Cl,11,-19,-0.1,3.4,-1.5,-1.8,3,6.1*,-0.8,-3,-1
CCCCC(=O)N(C)c1c(C)nc2ccc(C(=O)N3CCN(C(C)=O)CC3)cn12,-4,0,0.1,0.3,nt,-0.6,0,-2.4,-0.9,-1,-1
Cc1cccc(N2CCN(C3C(=O)Nc4ccccc4-n4nnnc43)CC2)c1C (centres undefined),-1,-6,-3.4,nt,nt,-1.0,3,-1.7,3.2,-6,-1
COCCN(CC1CCCN(C2Cc3ccccc3C2)C1)C(=O)c1ccc(C(C)=O)cc1 (centres undefined),-10,0,0.3,2.0,0.5,0.6,1,3.3,2.5,1,-1
CN1C(=O)c2ccc(C(=O)Nc3ccc(Br)cn3)cc2C1=O,-3,1,1.6,-1.1,1.1,-0.7,-1,-1.7,-3.4,6,-1
CS(=O)(=O)c1ccccc1-c1nnc(NC(=O)COc2ccc(Cl)cc2)o1,1,-1,0.5,1.1,-0.6,-0.9,-6,-1.6,-0.7,-3,-2
COc1ccc(C(=O)Cc2cc(OC)c(OC)cc2C(=O)c2ccccc2F)cc1OC,-3,-12,-1.0,3.1,1.3,-2.2,-1,-3.0,-3.3,-2,-1
Oc1ccc(C[C@H]2CNCCN2CCc2cccc3ccccc23)cc1,11,6,1.6,0.4,0.7,-1.7,4,-1.8,1.1,1,1
O=CN1CCCN(Cc2nc(Cc3ccccc3F)no2)CC1,7,1,0.8,-0.4,0.2,-1.2,3,-1.1,-0.2,-1,2
CCCC(=O)Nc1ccc(Cl)c(NC(=O)c2ccco2)c1,3,11,0.3,-2.4,2.0,-0.8,3,-0.5,-0.4,-4,1
Cc1ccc(N2C(=O)CSC2c2c(F)cccc2Cl)cc1 (centres undefined),0,-9,0.8,1.6,1.4,-1.4,-10,-1.4,-1.0,-9,-1
COc1ccc(NC(=O)c2cc3ccccc3cc2OC)cc1OC,4,4,-0.8,4.7,1.3,-0.7,-1,-0.5,0.3,0,1
CCCNC(=O)c1ccc(C2SCC(=O)N2Cc2ccccc2)cc1 (centres undefined),-1,3,0.3,1.8,0.7,-1.0,-2,-1.1,0.4,-1,-1
COc1cccc(CN2CCN(c3ncccn3)CC2)c1,11,4,0.5,-0.6,-1.1,-1.1,0,-2.0,-0.6,3,-4
COc1ccccc1-c1coc2c(CN3CCCCC3C)c(O)ccc2c1=O (centres undefined),i,0,-0.1,-0.1,-0.9,-1.1,-2,0.3,-0.7,3,2
O=C1CSC(c2cn(-c3ccccc3)nc2-c2cc3ccccc3oc2=O)N1Cc1cccnc1 (centres undefined),-59,-12,-0.5,-3.4,-0.2,-1.2,-11,-1.5,-2.5,2,0
CCCCC(=O)Nc1nnc(SCC(=O)N2CCN(c3ccccc3OC)CC2)s1,2,0,-0.2,-1.4,0.0,-0.6,1,-1.6,0.1,1,-1
COc1c(Cl)cc(C(=O)Nc2ccccc2-c2ccccc2)cc1Cl,7,-1,-0.8,nt,1.6,-2.0,-6,-2.2,0.4,0,1
Cc1nc2sc3c(c2c2nnc(SCC(=O)NCc4ccco4)n12)CCCC3,-5,-5,-0.5,2.0,0.6,-1.4,0,-2.2,-1.3,1,3
FC(F)(F)c1cccc(-c2cc3nc(NCCCn4ccnc4)ccn3n2)c1,-114,-20,-2.0,1.8,nt,0.0,-9,-0.1,1.0,-5,1
CCC(C)(C)C(=O)O,-6,-2,-0.2,-0.5,-0.1,-1.8,-13,-1.0,-1.0,3,0
Cc1cc(C)c(C)c(OCCN2CC(C)OC(C)C2)c1 (centres undefined),-1,-3,0.8,-0.5,0.9,-1.3,-1,1.8,1.4,-3,0
O=C(NCc1ccc(Cl)cc1)c1ccc(-n2cccn2)nc1,-3,6,-0.3,2.5,-0.5,-1.2,0,0.4,3.5,-1,-2
Cc1cccc(C(=O)Nc2ccn(C)n2)c1,-16,13,4.9*,0.1,1.9,-0.6,-1,-0.1,8.4,-1,2
COc1ccc(Cl)cc1NC(=O)CN1CCN(S(=O)(=O)c2ccc(F)cc2)CC1,2,1,-0.4,-3.4,1.1,-0.9,6,-0.4,-1.4,-4,-3
Cc1nc(SC(C)C(=O)NC2CCCCC2C)c2c(C)c(C)sc2n1 (centres undefined),-10,3,-0.2,0.6,-0.7,-0.8,-4,0.9,5.8,-6,-3
Cc1ccc(S(=O)(=O)Nc2ccc3c(c2)C(=O)NC3=O)cc1[N+](=O)[O-],-13,6,0.0,0.3,0.8,-1.0,-1,-1.6,-1.9,3,-1
CCN(CC)CCCNC(=S)N(CCO)Cc1cc2cc3c(cc2[nH]c1=O)OCCO3,-256,0,0.2,1.3,0.0,-1.4,2,-1.1,-0.5,6,-1
